Tat export inh – inhibitors of E. coli Tat protein transport | 0.036% of 340,000 active | E. coli MC4100 TorA-mCherry Tat export, fluorescence | inhibition, % at 10 µM;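 active = mean replicate inhibition at least 50% and at least half of replicates individually reaching 50%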;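 also: exported cargo escapes ClpAP degradation while cytoplasmic cargo is degraded and loses fluorescence; 0% = median of neutral control wells and 100% = median of NaSCN control wells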
PfHsp90 yeast 2 – growth inhibition of yeast expressing Plasmodium Hsp90 | inhibition, % at 9.4 µM | 0.32% of 310,000 active | S. cerevisiae expressing PfHsp90, BacTiter-Glo ATP, 48 h; yeast lacking PDR1 and PDR3 efflux regulators;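 active = every replicate shows inhibition above about 80%, whatever the replicate mean, limit read from the data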;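 also: 0% = DMSO neutral controls and 100% = 20 µM radicicol positive controls; yeast relying on Plasmodium falciparum Hsp90 in place of its own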
OPRM1-OPRD1 inv – mu-delta opioid heterodimer inverse agonism; cell-based MOR-DOR heterodimer luminescence; inhibition, % at 9.3 µM; 0.21% of 340,000 active; in the data active = inhibition above about 22%, passing the limit was not always enough;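 also: 0% = cells with DMSO and 100% = wells without cells with DMSO; values of inactives mirror those of a sister screen read the other way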
Target sequence (P35372 whole entry, looked up): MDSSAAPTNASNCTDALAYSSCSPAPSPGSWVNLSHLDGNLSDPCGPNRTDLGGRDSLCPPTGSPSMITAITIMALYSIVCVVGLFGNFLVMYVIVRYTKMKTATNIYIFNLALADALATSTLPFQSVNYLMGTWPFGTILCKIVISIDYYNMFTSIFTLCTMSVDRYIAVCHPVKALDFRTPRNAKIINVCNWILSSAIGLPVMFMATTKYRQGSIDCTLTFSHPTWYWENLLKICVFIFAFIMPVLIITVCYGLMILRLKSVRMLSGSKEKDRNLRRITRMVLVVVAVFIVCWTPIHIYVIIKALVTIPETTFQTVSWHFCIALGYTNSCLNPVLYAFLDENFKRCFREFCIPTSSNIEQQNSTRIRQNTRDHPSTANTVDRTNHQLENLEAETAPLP
Target sequence (P41143 whole entry, looked up): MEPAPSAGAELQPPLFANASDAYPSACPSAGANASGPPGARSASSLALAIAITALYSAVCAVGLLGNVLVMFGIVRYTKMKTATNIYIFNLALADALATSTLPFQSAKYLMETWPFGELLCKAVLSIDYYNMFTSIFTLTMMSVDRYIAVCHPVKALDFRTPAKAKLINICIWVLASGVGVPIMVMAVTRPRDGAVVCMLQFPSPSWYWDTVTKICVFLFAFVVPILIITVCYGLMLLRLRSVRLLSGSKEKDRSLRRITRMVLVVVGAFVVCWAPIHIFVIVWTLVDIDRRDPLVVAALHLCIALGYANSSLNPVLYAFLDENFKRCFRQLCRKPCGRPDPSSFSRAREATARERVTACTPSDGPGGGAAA
MOR-DOR ag – agonists of human mu-delta opioid receptor heterodimerization; P35372+P41143; cells, OPRM1-OPRD1 heterodimerization, luminescence; 0.3% of 340,000 active; activation, % at 9.3 µM; in the data active = activation above about 18%;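 also: 0% = vehicle-treated cells and 100% = reference agonist; values of inactives mirror those of a sister screen read the other way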
Pemphigus Ab inh – blocks pemphigus antibody binding to human desmoglein-3 | binding (percent of control), % at 10 µM | AID 588358 | DSG3-coupled beads, scFv-anti-DSG3-GFP binding, flow cytometry; hits give low values | 0.48% of 310,000 active;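 active = binding more than 3 SD below its plate's average and above zero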;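 also: hits lower antibody fragment binding to DSG3; some compounds called inactive have numbers as strong as hits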
PKA-R1A activ – activates the PKA-R1A holoenzyme complex; P00514+P68181; PKA-R1A dissociation, Cy5-IP20 fluorescence polarization; scaled: DMSO 0%, 113 µM cGMP 100%; activation, % at 11.4 µM; 0.083% of 340,000 active;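 active = percent activation above the mean of all tested compounds plus 3 SD, cut at about 19% in these data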;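 also: higher means more PKAc released from R1A so a rise in polarization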
Mot1-301 SUMO – blocks SUMOylation pathway, rescuing yeast Mot1-301 growth; S. cerevisiae Mot1-301 growth rescue, ATP luminescence, 38.5C; percent above DMSO median, 100 means doubled; growth rescue, % at 18.8 µM; 1% of 320,000 active; AID 2716;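 active = every valid replicate shows activation above 250% relative to neutral control wells; inactive = the rest, any valid replicate at or below 250%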;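 also: OY570 slx delta 5 strain wells were the positive control but not used for scaling; some compounds called inactive have numbers as strong as hits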
AddAB inh – less growth of phage-infected E. coli with AddAB | E. coli expressing H. pylori AddAB, absorbance growth | inhibition, % at 11.9 µM | 0.29% of 330,000 active | AID 435030; in the data active = inhibition above about 12%;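 also: 0% = vehicle wells of infected cells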
Ecoli viability – reduces bacterial viability in AddAB counter-screen | E. coli V3065 growth, OD600 absorbance, 18 h | inhibition, % at 11.9 µM | 0.27% of 330,000 active | AID 449728;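 active = inhibition above the campaign's mean inhibition across all tested compounds plus 3 SD, cut at about 9.9% in these data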;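 also: uninfected addAB+ strain grown without phage in ampicillin broth; 0% = DMSO wells and 100% = ciprofloxacin 0.95 µg/ml wells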
Arrestin-AP2 inh – human beta-arrestin and AP2 interaction inhibition | FITC-arrestin peptide / GST-AP2 beads, flow cytometry; AP2 beta2 appendage carries R879A mutation | 0.31% of 340,000 active | AID 504490 | inhibition, % at 10 µM;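 active = inhibition above a set limit, near 3 SD of compounds lacking own fluorescence, cut at about 54% in these data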;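 also: plate controls were DMSO wells for no effect and 5 µM unlabelled arrestin peptide for full effect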
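Material – GST-tagged AP2 beta2-adaptin appendage (R879A) on 4 µm glutathione beads · Probe or stimulus – fluorescein-tagged arrestin peptide at 50 nM final · Timing – 12 min plus 1 h, RT · Detection – bead flow cytometry, FITC channel · Read-out basis – inhibition as reduced fluorescein signal on beads, percent · Medium – PBS plus Tween 20 (0.05%) and BSA (0.1%)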
phage Ecoli inh – E. coli growth loss with phage present; 0.26% of 360,000 active; growth absorbance; inhibition, % at 11.9 µM; AID 651602; in the data active = inhibition above about 11%
Starred values were filed as active, the others as inactive. Compounds were not picked by outcome; 2.8% or so of the library scored in one or more.

What do the screens show for `COc1ccc(-c2noc(CCN3C(=O)c4ccccc4C3=O)n2)cc1OC`?
Tat export inh: 0; PfHsp90 yeast 2: 14; OPRM1-OPRD1 inv: 11; MOR-DOR ag: -2.2; PKA-R1A activ: -9; Mot1-301 SUMO: -9; AddAB inh: -0.7; Ecoli viability: 2.0; Arrestin-AP2 inh: 0; phage Ecoli inh: 3.4

What do the screens show for `CC(=O)Nc1ccc(OCC(=O)c2cc(C)ccc2C)cc1`?
Tat export inh: 4; PfHsp90 yeast 2: 15; OPRM1-OPRD1 inv: 11; MOR-DOR ag: -2.0; Pemphigus Ab inh: 76; PKA-R1A activ: -5; Mot1-301 SUMO: 103; AddAB inh: 1.5; Ecoli viability: -4.2; Arrestin-AP2 inh: 18; phage Ecoli inh: 2.9

How did Cc1cccc(/N=C/c2nc(-c3ccccc3Br)oc2O)n1 do in these assays?
Tat export inh: 5; PfHsp90 yeast 2: 9; OPRM1-OPRD1 inv: -11; MOR-DOR ag: 1.5; Pemphigus Ab inh: 105; PKA-R1A activ: 0; Mot1-301 SUMO: 2; AddAB inh: 5.0; Ecoli viability: -0.9; Arrestin-AP2 inh: 25; phage Ecoli inh: 5.5

What do the screens show for `Cc1ccc(C(=O)CNc2ccccc2)cc1`?
Tat export inh: -5; PfHsp90 yeast 2: -13; OPRM1-OPRD1 inv: 39; MOR-DOR ag: -7.0; Pemphigus Ab inh: 111; PKA-R1A activ: -3; Mot1-301 SUMO: 10; AddAB inh: -0.1; Ecoli viability: -1.6; Arrestin-AP2 inh: 9; phage Ecoli inh: 0.6

What do the screens show for `N#Cc1ccccc1NC(=O)CSC1=Nc2ccccc2C2CC=NN12` (centres undefined)?
Tat export inh: -4; PfHsp90 yeast 2: -2; OPRM1-OPRD1 inv: 14; MOR-DOR ag: -2.5; Pemphigus Ab inh: 102; PKA-R1A activ: -10; Mot1-301 SUMO: 11; AddAB inh: 3.5; Ecoli viability: 2.9; Arrestin-AP2 inh: 16; phage Ecoli inh: 0.2

How did Cc1ccc2c(=O)c(C(=O)c3ccc(F)cc3)cn(CC(=O)NCc3ccco3)c2n1 do in these assays?
Tat export inh: -12; PfHsp90 yeast 2: 2; OPRM1-OPRD1 inv: 9; MOR-DOR ag: -1.8; Pemphigus Ab inh: 110; PKA-R1A activ: -10; Mot1-301 SUMO: 1; AddAB inh: 6.1; Ecoli viability: -0.1; Arrestin-AP2 inh: -14; phage Ecoli inh: 3.2

What do the screens show for `Cc1cc(OCC(=O)N(Cc2ccco2)C2CCS(=O)(=O)C2)ccc1Cl` (centres undefined)?
Pemphigus Ab inh: 108; Mot1-301 SUMO: 0; AddAB inh: -0.4; Ecoli viability: -1.6; Arrestin-AP2 inh: 35; phage Ecoli inh: 1.0

How did CC(=O)Nc1cccc(CNCc2cccc(NC(C)=O)c2)c1 do in these assays?
Tat export inh: -2; PfHsp90 yeast 2: -4; OPRM1-OPRD1 inv: 1; MOR-DOR ag: -0.3; Pemphigus Ab inh: 95; PKA-R1A activ: 4; Mot1-301 SUMO: -12; AddAB inh: 1.1; Ecoli viability: 3.0; Arrestin-AP2 inh: 21; phage Ecoli inh: 2.7

What do the screens show for `COc1cccc(/C=C/C(=O)Nc2ccc3c(c2)OCCO3)c1`?
Tat export inh: 8; PfHsp90 yeast 2: -20; OPRM1-OPRD1 inv: -2; MOR-DOR ag: 0.5; Pemphigus Ab inh: 99; PKA-R1A activ: 0; Mot1-301 SUMO: 13; AddAB inh: 5.2; Ecoli viability: 1.9; Arrestin-AP2 inh: 5; phage Ecoli inh: 5.3

What do the screens show for `COc1ccc(CNC(=O)C(C)OC(=O)C23CC4CC(CC(O)(C4)C2)C3)cc1` (centres undefined)?
Tat export inh: -3; PfHsp90 yeast 2: -19; OPRM1-OPRD1 inv: -1; MOR-DOR ag: 0.3; Pemphigus Ab inh: 102; PKA-R1A activ: 3; Mot1-301 SUMO: 3; AddAB inh: 3.5; Ecoli viability: -0.7; Arrestin-AP2 inh: 4; phage Ecoli inh: 5.0

How did Cc1nn(C)cc1NC(=O)c1cc2nc(-c3ccco3)cc(C(F)(F)F)n2n1 do in these assays?
Tat export inh: 2; PfHsp90 yeast 2: 3; OPRM1-OPRD1 inv: 4; MOR-DOR ag: -0.9; Pemphigus Ab inh: 99; PKA-R1A activ: -2; Mot1-301 SUMO: -6; AddAB inh: 4.9; Ecoli viability: -0.3; Arrestin-AP2 inh: -9; phage Ecoli inh: 3.7

What do the screens show for `CCCNC(=S)Nc1ccc(Cl)cc1Cl`?
Tat export inh: -7; PfHsp90 yeast 2: 15; OPRM1-OPRD1 inv: 9; MOR-DOR ag: -1.6; Pemphigus Ab inh: 88; PKA-R1A activ: 12; Mot1-301 SUMO: -2; AddAB inh: 3.7; Ecoli viability: 2.4; Arrestin-AP2 inh: 4; phage Ecoli inh: 3.9

What do the screens show for `COc1cc(SC)ccc1C(=O)Nc1c(C)cccc1C`?
Tat export inh: 3; OPRM1-OPRD1 inv: 8; MOR-DOR ag: -1.6; Pemphigus Ab inh: 118; PKA-R1A activ: -17; Mot1-301 SUMO: 233; AddAB inh: 6.3; Ecoli viability: 1.5; Arrestin-AP2 inh: 20; phage Ecoli inh: 2.5

What do the screens show for `Cc1ccc(-c2cc(NC(=O)c3ccccc3)on2)cc1`?
Tat export inh: 0; PfHsp90 yeast 2: 12; OPRM1-OPRD1 inv: -12; MOR-DOR ag: 2.3; Pemphigus Ab inh: 90; PKA-R1A activ: -14; Mot1-301 SUMO: 44; AddAB inh: -1.2; Ecoli viability: -0.7; Arrestin-AP2 inh: 34; phage Ecoli inh: 4.4

What do the screens show for `CCc1ccccc1N1CC23C=CC(O2)C(C(=O)OC)C3C1=O` (centres undefined)?
Tat export inh: 2; PfHsp90 yeast 2: -31; OPRM1-OPRD1 inv: 12; MOR-DOR ag: -2.4; Pemphigus Ab inh: 104; PKA-R1A activ: -2; Mot1-301 SUMO: -28; AddAB inh: 4.9; Ecoli viability: -0.2; Arrestin-AP2 inh: 5; phage Ecoli inh: 1.8

How did Cc1cccc(N2CCN(S(=O)(=O)c3ccc4c(c3)NC(=O)CS4)CC2)c1C do in these assays?
Tat export inh: 5; PfHsp90 yeast 2: -50; OPRM1-OPRD1 inv: -56; MOR-DOR ag: 11; Pemphigus Ab inh: 97; PKA-R1A activ: -9; Mot1-301 SUMO: -10; AddAB inh: 2.2; Ecoli viability: 0.5; Arrestin-AP2 inh: 0; phage Ecoli inh: 2.7

Results for COc1ccccc1CN1CCNC(=O)C1CC(=O)NCCC1=CCCCC1 (centres undefined) ?
Tat export inh: 0; PfHsp90 yeast 2: -2; OPRM1-OPRD1 inv: -55; MOR-DOR ag: 11; Pemphigus Ab inh: 91; PKA-R1A activ: -9; Mot1-301 SUMO: -10; AddAB inh: 0.1; Ecoli viability: -0.4; Arrestin-AP2 inh: 2; phage Ecoli inh: 3.1

Results for CCOC(=O)Cc1csc(NS(=O)(=O)c2ccc(Br)cc2)n1 ?
Tat export inh: 18; PfHsp90 yeast 2: -2; OPRM1-OPRD1 inv: 5; MOR-DOR ag: -0.9; Pemphigus Ab inh: 110; PKA-R1A activ: -4; Mot1-301 SUMO: 0; AddAB inh: 1.4; Ecoli viability: -1.0; Arrestin-AP2 inh: 3; phage Ecoli inh: 3.4

Results for CC1(C)OC(=O)C(=NNc2ccccc2[N+](=O)[O-])C(=O)O1 ?
Tat export inh: -1; PfHsp90 yeast 2: -31; OPRM1-OPRD1 inv: -7; MOR-DOR ag: 1.3; Pemphigus Ab inh: 94; PKA-R1A activ: -1; Mot1-301 SUMO: -5; AddAB inh: 0.3; Ecoli viability: -0.9; Arrestin-AP2 inh: -10; phage Ecoli inh: -1.6

How did Cc1ccc(Cc2nnc(SCC(=O)Nc3ccc(C)cc3C)[nH]c2=O)cc1 do in these assays?
Tat export inh: 4; PfHsp90 yeast 2: -3; OPRM1-OPRD1 inv: -26; MOR-DOR ag: 4.0; Pemphigus Ab inh: 100; PKA-R1A activ: -7; Mot1-301 SUMO: 3; AddAB inh: -4.8; Ecoli viability: -0.7; Arrestin-AP2 inh: -10; phage Ecoli inh: 2.7

Results for O=C(NCc1cccs1)c1cc2c(s1)CS(=O)(=O)C2 ?
Tat export inh: -2; OPRM1-OPRD1 inv: -1; MOR-DOR ag: 0.1; Pemphigus Ab inh: 93; PKA-R1A activ: 6; Mot1-301 SUMO: -25; AddAB inh: 1.4; Ecoli viability: 0.9; Arrestin-AP2 inh: 10; phage Ecoli inh: 0.8

What do the screens show for `CCC(=O)Nc1cccc(NC(=O)c2ccc3c(c2)OCCO3)c1`?
Tat export inh: -9; PfHsp90 yeast 2: 16; OPRM1-OPRD1 inv: -2; MOR-DOR ag: 0.3; Pemphigus Ab inh: 104; PKA-R1A activ: 1; Mot1-301 SUMO: 11; AddAB inh: 4.2; Ecoli viability: 5.0; Arrestin-AP2 inh: -12; phage Ecoli inh: 4.2

Results for O=C(c1ccc(Cl)c(S(=O)(=O)N2CCc3ccccc3C2)c1)N1CCN(c2ccccc2)CC1 ?
Tat export inh: 2; PfHsp90 yeast 2: 23; OPRM1-OPRD1 inv: 13; MOR-DOR ag: -2.5; Pemphigus Ab inh: 123; PKA-R1A activ: -7; Mot1-301 SUMO: -12; AddAB inh: 1.9; Ecoli viability: -0.5; Arrestin-AP2 inh: -2; phage Ecoli inh: 2.4

Results for O=C(Cc1cccs1)N1CCN(S(=O)(=O)c2ccc(F)c(F)c2)CC1 ?
Tat export inh: -8; PfHsp90 yeast 2: 3; OPRM1-OPRD1 inv: 8; MOR-DOR ag: -2.0; PKA-R1A activ: -2; Mot1-301 SUMO: -8; AddAB inh: 2.0; Ecoli viability: 0.5; Arrestin-AP2 inh: 2; phage Ecoli inh: 0.0

How did CC(C)(C)c1ccc(C2(C)NC(=O)N(CC(=O)Nc3ccc4c(c3)OCO4)C2=O)cc1 (centres undefined) do in these assays?
Tat export inh: -4; PfHsp90 yeast 2: -10; OPRM1-OPRD1 inv: 9; MOR-DOR ag: -1.8; PKA-R1A activ: -17; Mot1-301 SUMO: -4; AddAB inh: -0.7; Ecoli viability: -0.1; Arrestin-AP2 inh: 0; phage Ecoli inh: 0.0

Compound activity: PubChem BioAssay, several laboratories
